# Bioassay records deposited in PubChem by National Center for Advancing Translational Sciences (NCATS).
# ALDH1A1 block – qHTS Assay for Inhibitors of Aldehyde Dehydrogenase 1 (ALDH1A1); Potency, µM (titrated, usually from 75.3 µM), for inactives: at the highest dose activity, negative = inhibition, hits mostly inhibitors; AID 1030, 2008; 220,000 tested, 7.3% active; Purified ALDH1A1, NADH fluorescence, propionaldehyde substrate; Aldehyde dehydrogenase 1A1 (Homo sapiens), P00352; active = well fitted inhibition curve with a large enough effect, not every such curve was filed as active; inconclusive = small, poorly fitted or top-dose-only effect, or another doubt; inactive = no such curve, though single readings can be large or run the other way;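 note: plate controls were no enzyme wells and a reference inhibitor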
# Target sequence (P00352 whole entry, looked up): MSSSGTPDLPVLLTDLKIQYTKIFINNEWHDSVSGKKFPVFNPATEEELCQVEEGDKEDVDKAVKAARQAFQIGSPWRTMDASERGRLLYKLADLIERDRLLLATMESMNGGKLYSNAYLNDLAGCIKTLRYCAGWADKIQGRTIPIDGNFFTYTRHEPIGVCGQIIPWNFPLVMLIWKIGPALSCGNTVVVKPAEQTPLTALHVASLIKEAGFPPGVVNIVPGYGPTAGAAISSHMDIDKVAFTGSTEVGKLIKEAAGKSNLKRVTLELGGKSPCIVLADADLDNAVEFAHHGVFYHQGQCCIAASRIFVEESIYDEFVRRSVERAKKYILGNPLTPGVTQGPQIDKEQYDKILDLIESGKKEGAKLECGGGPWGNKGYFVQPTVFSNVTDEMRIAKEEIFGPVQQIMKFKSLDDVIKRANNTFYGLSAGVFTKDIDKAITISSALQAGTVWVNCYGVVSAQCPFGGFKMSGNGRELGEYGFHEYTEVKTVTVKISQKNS
# JMJD2E inh – qHTS Assay for Inhibitors of Human Jumonji Domain Containing 2E (JMJD2E); JMJD2E catalytic domain, FDH-coupled NADH fluorescence (FDH is formaldehyde dehydrogenase); Potency, µM (series often up to 57.1 µM), for the others: top-dose activity change, negative = inhibition, hits mostly inhibitors; 230,000 tested, 1.6% active; active = well fitted inhibition curve with a large enough effect, not every such curve was filed as active; inconclusive = small, poorly fitted or top-dose-only effect, or another doubt; inactive = no such curve, though single readings can be large or run the other way;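 note: 0% = wells with enzyme and -100% = buffer wells without enzyme; nearly all actives have a fitted effect of over 50% in size; many of its hits are not listed in these tables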
# Target sequence (B2RXH2 1-337 limits assumed): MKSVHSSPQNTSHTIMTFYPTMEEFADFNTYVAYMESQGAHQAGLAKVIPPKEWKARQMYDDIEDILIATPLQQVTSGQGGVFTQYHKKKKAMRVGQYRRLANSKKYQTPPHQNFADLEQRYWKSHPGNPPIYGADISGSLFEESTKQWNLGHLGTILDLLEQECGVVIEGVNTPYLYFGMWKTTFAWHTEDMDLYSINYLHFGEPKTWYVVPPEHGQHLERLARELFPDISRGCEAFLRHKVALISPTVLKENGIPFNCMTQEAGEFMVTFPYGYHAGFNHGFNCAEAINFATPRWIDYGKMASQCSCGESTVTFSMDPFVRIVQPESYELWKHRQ
# SMN2 splice up – qHTS Assay for Enhancers of SMN2 Splice Variant Expression; HEK293 SMN2-luciferase splicing reporter, luminescence, 30-36 h; Potency, µM (series often up to 46.1 µM), without a hit: at the highest dose activity change, positive = activation, most hits filed as activators; 210,000 tested, 2.8% active; note: % of control where 0% means no effect; nearly all actives have a fitted effect of over 55% in size
#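 HEK293 cells carry an SMN2 minigene-luciferase reporter in which exon 7 inclusion puts luciferase in frame. Cells were seeded at 2000 cells/well, attached for 10-12 hours, then exposed to compounds for 30-36 hours at 37C before ONE-Glo luminescence.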
# Tau fluor cs – Counterscreen qHTS for Inhibitors of Tau Fibril Formation, Fluorescence Polarization; tau K18 P301L Alexa594 fluorescence, heparin fibrillization; Potency, µM (top dose mostly 57.7 µM), inactives show top-dose activity change, negative = decrease; 280,000 tested, 0.93% active; AID 1463, 2008; note: % is set by controls: 0 for no effect and ±100 for the full control effect; nearly all actives have a fitted effect of over 55% in size
#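 Human K18 P301L tau (15 uM unlabeled plus 0.24 uM Alexa 594-labeled, final) in 100 mM sodium acetate pH 7 was mixed with compound and 20 uM heparin and incubated 6 hr at 37 C.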
# Tau fibril FP – qHTS for Inhibitors of Tau Fibril Formation, Fluorescence Polarization. Potency, µM (titrated, usually from 57.7 µM), inactives show top-dose activity, negative = inhibition, hits mostly inhibitors. 280,000 tested, 0.39% active. K18 P301L tau heparin fibrillization, Alexa594 FP, 6 h; note: % is set by controls: 0 for no effect and ±100 for the full control effect; nearly all actives have a fitted effect of over 55% in size
#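 K18 P301L tau (15 uM unlabeled/0.24 uM Alexa 594-labeled, final) + compound + heparin 20 uM final; 100 mM NaOAc pH 7; 6 hr 37 C; ThT 30 uM final added, 1 hr RT; FP ex 555/em 632 nm.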
# HTT ATP protect – qHTS Multiplex Assay to Identify Dual Action Probes in a Cell Model of Huntington: Cytoprotection (ATP); PC12 HTT-Q103 induced, cytoprotection, ATP luminescence, 40 h; Potency, µM (series often up to 56.4 µM), without a hit: cytoprotection (ATP increase), usual class: activators; 230,000 tested, 0.14% active;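 note: % of control where 0% means no effect; nearly all actives have a fitted effect of over 45% in size; toxic huntingtin expression switched on by the ecdysone agonist tebufenozide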
#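 Stable PC12 Q103-GFP cells in serum-supplemented, phenol red-free DMEM; induction by tebufenozide at 100 nM final; compound dose series; cell viability quantified luminescently from ATP.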
# HTT aggregate – qHTS Multiplex Assay to Identify Dual Action Probes in a Cell Model of Huntington: Aggregate Formation (GFP); PC12 HttQ103-GFP aggregates, Acumen cytometry, 40 h; Potency, µM (series often up to 46.1 µM), for the others: at the top dose activity change, negative = inhibition, hits mostly inhibitors; 220,000 tested, 1.1% active; AID 1688, 2009; note: % is set by controls: 0 for no effect and ±100 for the full control effect; nearly all actives have a fitted effect of over 60% in size
#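 Quantitative HTS on tebufenozide-induced (100 nM) PC12 cells stably expressing polyQ103 Huntingtin exon 1–GFP. Reduction of bright GFP aggregates, detected by laser scanning cytometry after lysis, identified actives across the titration.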
# Tau fibril ThT – qHTS for Inhibitors of Tau Fibril Formation, Thioflavin T Binding; Microtubule-associated protein tau (Homo sapiens), P10636; recombinant tau K18 P301L, heparin-induced fibrillization, ThT fluorescence; Potency, µM (series often up to 57.4 µM), for the others: at the top dose activity, negative = inhibition, usual class: inhibitors; 270,000 tested, 2.1% active; AID 1460, 2008; note: % is set by controls: 0 for no effect and ±100 for the full control effect; nearly all actives have a fitted effect of over 55% in size
#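 Using a mix of unlabeled (15 uM) and Alexa 594-labeled (0.24 uM) tau K18 P301L, heparin-triggered fibrillization over 6 hr at 37 C was scored by ThT fluorescence.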
# The depositor's hits bear a star; ? = inconclusive; nt = not tested or not shown; & = joins results of further samples; [ ] = dose if it differs, or a comment. Unless noted, calls come from the whole dose curve; as a rule, active = well fitted curve in the direction sought with a large enough effect; inconclusive = small, poorly fitted or top-dose-only effect, or another doubt; inactive = no such curve, though single readings can be large; an effect the other way counts as inactive or inconclusive. Potency is the fitted concentration of half-maximal effect.
SMILES,ALDH1A1 block,JMJD2E inh,SMN2 splice up,Tau fluor cs,Tau fibril FP,HTT ATP protect,HTT aggregate,Tau fibril ThT
CN(C)/C=C/C=C1C(=O)CCCC1=O,4.2%,-6.2%,?,-1.0%,-4.2%,18.2%[10 µM],6.7%,-3.2%
COc1ccc(-c2nn(-c3ccccc3)cc2/C=C\C(=O)N2CCOCC2)cc1[N+](=O)[O-],10.2%,11.6%,-0.3%,-5.3%,5.4%,-13.2%,?,-5.9%
CC(C)[N+](C)(C)CC(O)CN(c1ccccc1)c1ccccc1 (stereo not given),-7.3%,-1.2%,nt,-2.4%,-7.4%[2.34 µM],-15.6%[10 µM],-17.5%[9.22 µM],-1.8%
Cc1nc(N2CCN(C)CC2)c2c(C)c(C(=O)Nc3ccc(C)c(F)c3)sc2n1,-3.4%,1.9%,-13.0%,-21.6%,-8.2%,-73.6%[inhibitor],14.3%,?
Nc1c2c(nc3sc4c(c13)CCCCC4)CCCCC2,10.4%,-4.3%,?,-20.2%,-5.3%,-16.3%[10 µM],-17.9%,?
COc1ccccc1-n1ccnc1SCC(=O)NCc1ccco1,5.2%,-5.4%,-13.0%,4.9%,-7.6%,-23.6%,-9.7%,-1.3%
CC(/C=C/C=C/c1ccccc1)=N/NC(=O)c1ccc2c(c1)OCCO2,-11.5%,-19.9%,nt,-12.4%,?,12.4%[10 µM],-0.3%[9.22 µM],?
COCC(=O)N1CCCC(C(=O)c2ccc(Oc3ccccc3)cc2)C1 (stereo not given),-8.7%,-22.0%,nt,-3.6%,9.6%,11.9%[10 µM],-8.3%[9.22 µM],-16.2%
CCN(CC)S(=O)(=O)c1ccc(C(=O)NCCN2C(=O)S/C(=C\c3cccnc3)C2=O)cc1,?,-0.4%,5.8%,-2.3%,8.9%,-37.4%,13.9%,-9.5%
CC(C)C(=O)NC(=S)Nc1ccc(CN2CCOCC2)cc1,7.4%,2.2%,nt,-3.5%,1.9%,7.4%[10 µM],4.4%[9.22 µM],-5.5%
CC(C)c1ccc(NC(=O)c2cc3sc(Cl)cc3n2C)cc1,nt,nt,-10.6%,4.8%,-1.1%,nt,nt,-2.5%
C[C@H]([C@H](C)N1CC(=O)NC(=O)C1)N1CC(=O)NC(=O)C1,?,nt,-9.9%,-18.2%,?,-26.1%,nt,?
Cc1nnc(NC(=O)CSc2nnc(-c3ccc(S(=O)(=O)N4CCCC4)cc3)n2C)s1,?,-6.0%,-4.0%,2.2%,6.3%,-3.6%[10 µM],6.5%,-3.5%
C=CCn1c(SCC(C)=O)nnc1-c1ccc2ncccc2c1,nt,0.5%,nt,-11.8%,-8.8%,3.0%[10 µM],-0.8%[9.22 µM],-6.3%
Cc1ccc(-c2nnn(CC(=O)N(CC(=O)NCC3CCCO3)c3ccc(F)c(Cl)c3)n2)o1 (stereo not given),-17.7%,-6.4%,-3.0%,-7.7%,-2.5%,-0.6%[10 µM],-7.3%,-6.0%
COc1ccc(CN2CCNC(=O)C2CC(=O)N(C)Cc2ccncn2)c(OC)c1 (stereo not given),-7.2%,-26.5%,nt,-5.7%,-9.0%,-4.3%,-14.8%,-12.2%
CN(C)c1ccc(/C=C(\C#N)c2ccccc2)cc1,?,-23.7%,nt,?,8.9%,-57.3%[inhibitor][10 µM],-19.0%[9.22 µM],?
O=C(COC(=O)C1CCN(S(=O)(=O)c2cccs2)CC1)c1cc2ccccc2o1,15.8µM*,-16.6%,-5.6%,?,2.9%,-21.4%[1.9 µM],5.2%,?
CCc1cccc(CC)c1NC(=O)CN1CCN(c2ccccc2)CC1,?,?,nt,-4.4%,-4.3%,-0.6%,3.5%,-1.1%
COc1ccc(CCN2C(=NC(=O)C(C)C)SC3CS(=O)(=O)CC32)cc1 (stereo not given),nt,5.7%,nt,-13.0%,-5.5%,-17.9%[10 µM],0.9%[9.22 µM],-6.6%

# ALDH1A1 block: entries above that show a hit.
smiles	ALDH1A1 block	JMJD2E inh	Tau fibril FP	HTT aggregate	Tau fibril ThT
O=C(COC(=O)C1CCN(S(=O)(=O)c2cccs2)CC1)c1cc2ccccc2o1	15.8µM*	-16.6%	2.9%	5.2%	?

# (list continues)
SMILES,ALDH1A1 block,JMJD2E inh,SMN2 splice up,Tau fluor cs,Tau fibril FP,HTT ATP protect,HTT aggregate,Tau fibril ThT
COc1ccc(C2=CC3=C(Br)C(=O)C(C)(OC(=O)c4ccc(Cl)nc4)C(=O)C3=CO2)cc1 (stereo not given),?,-3.6%&-4.7%,1.8%,?,?,-33.5%[inhibitor],15.6%[9.22 µM],28.2µM*
COc1cccc(N2CCN(C(=O)/C=C/c3ccco3)CC2)c1,?,-5.9%,-14.1%,-1.3%,7.9%,0.8%[10 µM],0.0%,-13.5%
CN(NC(=O)Nc1ccccc1)c1cnn(C)c(=O)c1Cl,15.6%,11.4%,nt,-3.0%,-8.1%,42.6%[10 µM],8.8%[9.22 µM],-3.3%
Cc1cccc(C(=O)Nc2nc(C)c(C(=O)Nc3ccc4c(c3)CCC4)s2)c1,?,?,?,-25.2%,7.2%,-88.4%[inhibitor],-8.4%,?
N#C/C(C(=O)NCCc1ccccc1)=C1/N=C(NC(=O)c2cccs2)c2ccccc21,3.6%,-2.8%,-12.1%,-2.7%,9.4%,-8.6%[10 µM],8.3%,-8.7%
Cc1cc(C)n(-c2nncn2/N=C/c2ccccc2F)n1,4.8%,-26.8%,6.8%,-8.9%,-3.2%,3.9%,5.0%,-10.2%
O=C(O)CSCc1ccc(C(=O)O)o1,11.0%,8.4%,6.1%,-7.2%,-8.2%,-6.2%,26.1%,-6.7%
O=C(CCCC(=O)OCC(=O)NC1CCCC1)Nc1ccccn1,-3.0%,-7.3%,nt,2.9%,-0.4%,-0.5%,4.5%,-10.7%
C=CCn1c(SCc2ccc(C(=O)NCCO)cc2)nc2sc(C)c(C)c2c1=O,-2.9%,-2.1%,-43.0%[inhibitor],-17.6%,-6.4%,-63.1%[inhibitor],-0.3%,1.5%
CN(C)S(=O)(=O)c1ccc(C(=O)Nc2ccnn2C2CCCCC2)cc1,7.2%,12.8%,-38.4%[inhibitor],-6.1%,0.0%,-19.0%,-25.9%,-3.9%

# Full records as entered above. Values in the order: ALDH1A1 block | JMJD2E inh | SMN2 splice up | Tau fluor cs | Tau fibril FP | HTT ATP protect | HTT aggregate | Tau fibril ThT
# Record of Cc1cc(C)n(-c2nncn2/N=C/c2ccccc2F)n1 → 4.8% | -26.8% | 6.8% | -8.9% | -3.2% | 3.9% | 5.0% | -10.2%
# Record of N#C/C(C(=O)NCCc1ccccc1)=C1/N=C(NC(=O)c2cccs2)c2ccccc21 → 3.6% | -2.8% | -12.1% | -2.7% | 9.4% | -8.6%[10 µM] | 8.3% | -8.7%
# Record of CN(C)S(=O)(=O)c1ccc(C(=O)Nc2ccnn2C2CCCCC2)cc1 → 7.2% | 12.8% | -38.4%[inhibitor] | -6.1% | 0.0% | -19.0% | -25.9% | -3.9%
# Record of COc1ccc(C2=CC3=C(Br)C(=O)C(C)(OC(=O)c4ccc(Cl)nc4)C(=O)C3=CO2)cc1 (stereo not given) → ? | -3.6%&-4.7% | 1.8% | ? | ? | -33.5%[inhibitor] | 15.6%[9.22 µM] | 28.2µM*

# An excerpt from above in order of their number in HTT aggregate, low to high.
SMILES	ALDH1A1 block	JMJD2E inh	Tau fibril FP	HTT aggregate	Tau fibril ThT
C=CCn1c(SCc2ccc(C(=O)NCCO)cc2)nc2sc(C)c(C)c2c1=O	-2.9%	-2.1%	-6.4%	-0.3%	1.5%
Cc1cc(C)n(-c2nncn2/N=C/c2ccccc2F)n1	4.8%	-26.8%	-3.2%	5.0%	-10.2%
O=C(O)CSCc1ccc(C(=O)O)o1	11.0%	8.4%	-8.2%	26.1%	-6.7%

# Not all compounds are listed; the hit share may differ from the screen's.
